Shiga toxin inh: A qHTS for Small Molecule Inhibitors of Shiga Toxin | inhibition, % at 38.7 µM | 290,000 compounds, 9.2% hits | AID 2315, 2010 | Vero cells, Shiga toxin protein synthesis inhibition reporter; in the data active = inhibition mostly above about 28%, no sharp cut-off; inactive = mostly below about 43%; also: 0% is about no effect
Pf growth 48h: Primary qHTS for delayed death inhibitors of the malarial parasite plastid, 48 hour incubation | Potency, µM (top dose mostly 28.7 µM), for inactives: at the top dose activity change, negative = inhibition, usual class: inhibitors | P. falciparum luciferase growth in erythrocytes, 48 h | 310,000 compounds, 5.9% hits | AID 504832, 2011; also: potency is read from the fitted curve at half-maximal effect; % is scaled to controls: 0 for no effect and ±100 for the full control effect
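Erythrocytes infected with P. falciparum carrying an integrated firefly luciferase reporter (2% hematocrit, 0.1% parasitemia final) were exposed to compounds in RPMI 1640 with 0.5% Albumax at 37 C, 5% CO2. Growth inhibition was scored as reduced luminescence.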
Pf growth 96h: Primary qHTS for delayed death inhibitors of the malarial parasite plastid, 96 hour incubation | P. falciparum luciferase reporter growth, 96 h | AID 504834, 2011 | 320,000 compounds, 6.9% hits | Potency, µM (top dose mostly 28.7 µM), for the others: top-dose activity change, negative = inhibition, actives largely listed as inhibitors; also: potency is read from the fitted curve at half-maximal effect; % is scaled to controls: 0 for no effect and ±100 for the full control effect
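Two parasite generations (96 h, 37 C, 5% CO2) of compound exposure in infected erythrocytes (0.05% parasitemia, 2% hematocrit). Luciferase-reporter P. falciparum; decreased luminescence indicates inhibited growth, aimed at apicoplast-acting delayed death.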
TbPYK inhibitor: qHTS of Trypanosoma Brucei Inhibitors; pyruvate kinase (Trypanosoma brucei), Q57TT1; Potency, µM (titrated, usually from 76.8 µM), without a hit: at the top dose activity, negative = inhibition, usual class: inhibitors; 410,000 compounds, 0.12% hits; AID 624173, 2012; TbPYK enzyme, Kinase-Glo Plus ATP luminescence, 45 min; also: potency is read from the fitted curve at half-maximal effect; % is scaled to controls: 0 for no effect and ±100 for the full control effect; nearly all actives have a fitted effect of over 50% in size
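ADP (130 uM final) triggers the TbPYK reaction after compound addition; incubation is 45 min at room temperature. Kinase-Glo Plus is then added and luminescence imaged. Normalized data are fitted to concentration-effect curves.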
AMA1 RON2 block: qHTS for Inhibitors of AMA1-RON; Towards Development of Antimalarial Drug Lead: Primary Screen | AlphaScreen AMA1-biotinylated RON2 peptide binding | AID 720542, 2013 | Potency, µM (highest dose often 58.2 µM), inactives show top-dose activity change, negative = inhibition, hits mostly inhibitors | 360,000 compounds, 0.2% hits;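 also: potency is read from the fitted curve at half-maximal effect; 0% = vehicle wells and -100% = peptide control; nearly all actives have a fitted effect of over 45% in size; some results filed as inactive show a strong effect at the top dose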
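AMA1 (3D7) with his tag at 25 nM final met compounds first, then biotinylated RON2 peptide at 25 nM; detection used donor plus acceptor beads, 10 µg/mL apiece, read by AlphaScreen after 30 min at room temperature.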
Cycloheximide cs: Cycloheximide Counterscreen for Small Molecule Inhibitors of Shiga Toxin. cell reporter, cycloheximide protein synthesis inhibition counterscreen. max response, %. 300,000 compounds, 12% hits; in the data active = max response mostly above about 13%, no sharp cut-off; inactive = mostly below about 14%; also: read at 38.3 µM for the half of the compounds with a filed dose; 0% is about no effect
LmPK inhibitor: qHTS Assay for Inhibitors of Leishmania Mexicana Pyruvate Kinase (LmPK); purified LmPK, Kinase-Glo ATP luminescence, 1 h; Potency, µM (series often up to 57.5 µM), for inactives: at the highest dose activity change, negative = inhibition, hits mostly inhibitors; 290,000 compounds, 0.37% hits; AID 1721, 2009; also: potency is read from the fitted curve at half-maximal effect; % is scaled to controls: 0 for no effect and ±100 for the full control effect
Target sequence (Q27686 whole entry, looked up): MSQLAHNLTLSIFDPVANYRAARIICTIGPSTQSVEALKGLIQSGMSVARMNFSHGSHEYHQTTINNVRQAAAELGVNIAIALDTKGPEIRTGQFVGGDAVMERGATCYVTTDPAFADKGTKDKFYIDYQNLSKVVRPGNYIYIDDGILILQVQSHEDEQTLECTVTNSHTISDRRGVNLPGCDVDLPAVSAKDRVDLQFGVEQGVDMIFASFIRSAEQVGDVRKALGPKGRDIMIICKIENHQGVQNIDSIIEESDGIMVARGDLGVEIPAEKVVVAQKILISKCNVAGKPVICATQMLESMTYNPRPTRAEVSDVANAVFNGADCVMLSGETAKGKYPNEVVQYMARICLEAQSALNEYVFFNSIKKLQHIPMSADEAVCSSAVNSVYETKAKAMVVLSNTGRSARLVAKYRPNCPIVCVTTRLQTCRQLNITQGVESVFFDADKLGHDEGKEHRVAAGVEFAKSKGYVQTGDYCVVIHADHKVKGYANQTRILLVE
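Purified LmPK (0.1 nM) converted ADP (0.1 mM) to ATP with PEP (0.5 mM) in imidazole buffer pH 7.2 with KCl and MgCl2, 1 h at room temperature. ATP was read by Kinase-Glo luminescence; data normalized to uninhibited and no-enzyme controls.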
Numbers without * were called inactive; u = inconclusive; x = not tested or not shown; & = joins results of further samples; [ ] = dose if it differs, or a comment. Unless noted, calls follow the shape of the dose curve; as a rule, active = well fitted curve in the direction sought with a large enough effect; inconclusive = small, poorly fitted or top-dose-only effect, or another doubt; inactive = no such curve, though single readings can be large; an effect the other way counts as inactive or inconclusive.

SMILES	Shiga toxin inh	Pf growth 48h	Pf growth 96h	TbPYK inhibitor	AMA1 RON2 block	Cycloheximide cs	LmPK inhibitor
COCCCNC(=O)c1ccc(CN2CCc3ccccc3C2)cc1	29.3	15.7%	30.0%	1.4%	-3.2%	-2.3	-3.0%
CC(=O)NC1CC2CCCC(C1)N2C(=O)Nc1ccc(Cl)c(C(F)(F)F)c1 (centres undefined)	-22.6	-26.3%	u	-7.7%	0.3%	-9.3	0.1%
O=C1CCC(C(=O)OC(C(=O)c2c[nH]c3ccccc23)c2ccccc2)=NN1 (centres undefined)	-9.7	25.1%	32.7%[activator]	-6.6%	-8.3%	1.5	1.3%
CCNC(=S)N(Cc1c(C)noc1C)c1ccccc1	-3.0	-16.5%	-10.1%	-15.1%	-16.0%	-2.8	0.9%
Cc1nc(Nc2ccc3c(c2)OCO3)c2oc3ccccc3c2n1	45.6*	u	6.4%	2.5%	-22.1%	38.5*	1.6%
Cc1ccc(N2C(=O)NC(C(F)(F)F)(C(F)(F)F)C3=C2CC(C)(C)CC3=O)cc1	-6.3	-28.4%	u	3.8%	0.5%	-2.6	-5.9%
COc1ccccc1N1CCN(S(=O)(=O)CCNC(=O)C2CC2)CC1	x	23.6%	8.4%	-3.7%	-5.0%	x	x
Cc1cccc(NC(=O)/C(C#N)=C\c2cc(C)n(-c3ccc(C(=O)O)cc3)c2C)c1	15.2	-26.4%	u	-1.3%	-11.0%	-3.6	-1.8%
Cc1csc(NC(=O)CCCSc2nc3ccccc3s2)n1	10.3	-12.8%	29.6%	0.6%	-18.9%	13.6	6.7%
Cc1ccc2nnn(Cc3cccc(C(C)(C)C)c3O)c2c1	x	11.7µM*	u	6.9%	0.0%	x	x
CCn1c(C(=O)N2CCc3ccccc3C2)cc2sccc21	29.5	x	u	-10.2%	-8.3%	5.7	6.0%
Cc1ccc(NC(=O)c2cccs2)cc1NC(=O)c1cccnc1	-5.5	60.4%[activator]	u	-1.0%	-2.0%	10.0	-3.0%
Cc1nc(NC(=O)CSc2nc3cccnc3n2C2CCCCC2)sc1C	16.1	2.7%	-1.7%	-4.5%	7.8%	-2.5	6.3%
Cc1cc(CN2CCN(CCC#N)CC2)c(O)c(C2(C)CCCCC2)c1	8.1	9.28µM*	10.9%	5.2%	0.0%	-0.6	4.7%
COc1cc(OC)cc(C(=O)Nc2ccc(N3CCOCC3)cc2N2CCOCC2)c1	x	u	13.1µM*	-1.1%	-5.5%	x	x
O=C1CCC(C(=O)Nc2ccc(OC(F)F)cc2)N1 (centres undefined)	31.8	12.6%	16.8%	0.3%	3.3%	-3.2	-4.0%
COC(=O)CCc1c(C)c(C(=O)c2cc(F)c(F)c(F)c2F)c2ccccn12	-1.3	24.2%	7.7%	0.1%	0.0%	0.1	13.7%
CC(C)OCC(O)Cn1c(N2CCCC2)nc2c1c(=O)[nH]c(=O)n2C (centres undefined)	-7.2	17.3%	x	-5.0%	3.4%	7.2	-7.1%
CSc1ccc(NC(=O)NCc2cccnc2)cc1	39.0*	26.9%	32.6%[activator]	-13.0%	-6.9%	27.7*	-5.4%
Oc1ccc(N2CCN(Cc3c(-c4ccccc4)nc4ccccn34)CC2)cc1	0.3	u	u	u	-10.8%	0.2	u
Cc1ccc(C(C)C)cc1NC(=O)Nc1ccc([N+](=O)[O-])cc1	33.6*	4.15µM*	3.29µM*	1.1%	-14.6%	33.2	0.6%
CC(=O)N1CCn2c3c(c4cc(C)ccc42)CCCC31 (centres undefined)	11.3	1.3%	2.9%	-11.9%	-16.0%	1.2	-2.0%
CCOc1ccc(C(=O)NC(=S)Nc2ccccc2N2CCCCC2)cc1[N+](=O)[O-]	-4.1	u	37.3%[activator]	37.1%	7.7%	11.1	0.1%
Cc1ccnc(SCc2cc(=O)c(OC(=O)c3ccc(S(=O)(=O)N(C)C)cc3)co2)n1	-9.2	5.1%	15.1%	-4.7%	17.5%	-2.6	-18.7%
Cn1cc(CN2CCCCC2c2ccccn2)c(-c2ccc3c(c2)OCCO3)n1 (centres undefined)	18.9	1.3%	-9.8%	-0.1%	5.1%	-2.5	3.6%
Cc1cccc(-n2c(SCc3cc(=O)n4ccsc4n3)nc3ccccc3c2=O)c1	-11.3	x	u	-4.0%	-0.8%	-4.1	-3.1%
COc1ccc(-n2ncc(S(=O)(=O)c3ccccc3)c2-c2ccc(Cl)cc2)cc1	-3.3	11.7µM*	u	18.7%	-17.7%	11.4	-3.5%
CCOC(=O)N1CCC(NC(=O)c2ccc3c(Cl)c4c(nc3c2)CCCC4)CC1	-13.0	-29.8%	-11.7%	5.8%	-18.6%	-2.3	0.0%
Cc1ccc(CNC(=O)C(c2ccccc2)c2ccccc2)cc1	-7.0	-18.9%	-20.3%	1.2%	0.8%	-4.3	-1.1%
COc1ccccc1CNC(=O)CCC(=O)Nc1nnc(C(C)C)s1	-17.0	x	-9.2%	0.0%	-7.9%	-9.3	1.1%
CC(C)(C)OC(=O)N1CCC(Cc2cc(-c3cccc(Br)c3)no2)(C(=O)O)CC1	-0.2	4.0%	39.1%[activator]	2.2%	-2.8%	1.1	-7.2%
CC(=O)N1N=C(c2ccc(Cl)cc2)OC1c1ccc(C(C)C)cc1 (centres undefined)	109.9*	0.0%	9.6%	5.4%	0.4%	30.4*	-0.5%
O=C(Cn1cnc2ccccc21)NC(c1ccccc1)c1ccccc1	30.1	4.15µM*	3.7µM*	-1.4%	11.9%	6.4	-8.7%
O=C(C/C=N\OCc1ccc([N+](=O)[O-])cc1)Nc1ccc(Br)cc1	-12.2	3.0%	27.4%	3.1%	-10.5%	-2.7	2.6%
Cc1cc(C(=O)N/N=C/c2cccc(Cl)c2Cl)no1	76.2*	61.5%[activator]	x	0.6%	13.6%	37.9*	-2.1%
CCc1ccc2nc(N3CCN(C)CC3)c(C#N)cc2c1	17.1*	16.9%	u	0.4%	4.0%	22.4*	1.3%
Cc1ccc(NC(=O)Cn2cc(S(=O)(=O)c3ccc(F)cc3)c(=O)c3cc(F)ccc32)cc1	33.3	-22.5%	u	-1.2%	12.7%	-3.8	0.4%
CC(C)OP(=O)(OC(C)C)C1(NS(=O)(=O)c2ccc(Cl)cc2)C=C(Cl)C(=O)C(Cl)=C1	9.1	u	u	u	-1.0%	1.0	0.0%
CCc1ccccc1NC(=O)c1ccc(NS(C)(=O)=O)cc1	-2.7	-13.8%	-20.4%	2.4%	5.2%	-1.6	-0.1%
O=C(CSc1nncc(=O)[nH]1)NCc1ccccc1	-1.5	18.2%	105.1%[activator]	1.2%	-5.2%	-2.9	10.8%
COc1ccccc1NC(=O)Cn1cnc2c(nc3n2CCCCC3)c1=O	-2.9	-3.1%	u	2.0%&-9.1%	3.2%	-2.0	-0.3%
Cc1cccc(NC(=O)CN2C(=O)N/C(=C/c3ccc(-c4cccc(C(=O)O)c4C)o3)C2=O)c1	44.9*	38.4%	22.0%	3.4%	14.0%	26.5*	0.0%
Cc1ccc(S(=O)(=O)CC(=O)Nc2nc3ccc(S(N)(=O)=O)cc3s2)cc1	-8.3	-24.1%	-18.1%	0.0%	-6.4%	3.8	3.7%
O=[N+]([O-])c1cccc(-c2nc(Oc3ccc(Cl)cc3)c3ccccc3n2)c1	-3.5	30.6%[activator]	60.1%[activator]	x	x	-4.0	-10.9%
O=C(Cn1cc(C(F)(F)F)ccc1=O)NC(c1ccccc1)c1ccccc1	6.8	-12.6%	-11.7%	-6.4%	-29.2%	-1.6	-0.6%
CCCNC(=O)N1[C@H]2CC[C@@H]1C(C(=O)OC)=C(c1ccc(F)cc1OCc1ccccc1)C2	x	u	u	-7.0%	-10.0%	x	x
C=CCNC(=O)c1ccccc1NC(=O)c1ccccc1C	11.1	-26.0%	-2.7%	3.3%	8.8%	-2.2	-0.7%
Cc1cccc(CSc2nnc(NC(=O)c3ccco3)s2)c1	-6.0	-2.8%	0.2%	1.4%	20.3%	2.0	5.9%
O=c1cc(-c2cc3ccccc3o2)c2cc(O)ccc2o1	3.9	u	u	-2.0%	0.9%	-2.8	-5.0%
Cc1cc(NC(=O)c2cc3nc(C4CC4)cc(C(F)(F)F)n3n2)no1	19.2	-23.4%	x	-3.1%	3.0%	-1.1	-1.7%
CC(C)(C)c1ccc(C(CC(=O)O)NC(=O)CCCc2ccccc2)cc1 (centres undefined)	12.9	7.5%	2.7%	-0.3%	-1.2%	-2.5	11.5%
COc1ccccc1CN1CCNC(=O)C1CC(=O)NC1Cc2ccccc2C1 (centres undefined)	-10.7	-20.2%	313.2%[activator]	3.8%	-27.5%	-1.4	12.1%
CC(C)OC(=O)CSc1n[nH]c(-c2cccnc2)n1	-14.2	-11.3%	4.4%	-4.2%	3.4%	3.2	5.9%
CC(C)Sc1nc2ccccc2c(=O)[nH]1	-16.3	x	-9.9%	x	-6.9%	-5.2	13.0%
COc1ccc(NCC(=O)N/N=C/C(C)c2ccccc2)cc1 (centres undefined)	2.9	0.8%	0.9%	1.9%	25.8%	-2.4	0.3%
COc1cc(C)nc2nc(SCc3ccccc3)nn12	23.0	29.7%	37.2%[activator]	-0.3%	6.5%	18.0	-0.4%
COc1cc(OC)c(OC)cc1CCC(C)NC(=O)Cc1ccccc1 (centres undefined)	-4.9	-26.6%[0.00184 µM]	-9.5%	-4.7%	1.8%	0.7	1.0%
Cc1ccc(-n2nnnc2SCC(=O)c2c(N)n(C3CC3)c(=O)[nH]c2=O)cc1C	x	-8.5%	u	0.0%	22.1%	x	x
O=C(OCC(=O)N1CCCc2ccccc21)c1cccc(S(=O)(=O)N2CCOCC2)c1	x	-4.5%	36.1%[activator]	-0.8%	0.0%	x	x
COc1ccc(N(CC(=O)NCCSCc2ccccc2C)S(=O)(=O)c2ccccc2)cc1	-28.0	u	5.22µM*	-24.2%	-16.5%	1.5	-15.7%

Filtered by structure: those above with a cyano group.
SMILES	Shiga toxin inh	Pf growth 48h	Pf growth 96h	TbPYK inhibitor	AMA1 RON2 block	Cycloheximide cs	LmPK inhibitor
Cc1cccc(NC(=O)/C(C#N)=C\c2cc(C)n(-c3ccc(C(=O)O)cc3)c2C)c1	15.2	-26.4%	u	-1.3%	-11.0%	-3.6	-1.8%
Cc1cc(CN2CCN(CCC#N)CC2)c(O)c(C2(C)CCCCC2)c1	8.1	9.28µM*	10.9%	5.2%	0.0%	-0.6	4.7%
CCc1ccc2nc(N3CCN(C)CC3)c(C#N)cc2c1	17.1*	16.9%	u	0.4%	4.0%	22.4*	1.3%

Screening results deposited in PubChem BioAssay by National Center for Advancing Translational Sciences (NCATS).
